Cardio protect: myocardial damage modulation in H9c2 cells; H9c2 cardiomyocytes, H2O2 injury protection, ATPLite, 2 h; protection from H2O2 cell death, % at 20 µM; 0.63% of 360,000 active; AID 588492;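 active means compounds giving at least 50% protection of heart cells from peroxide-induced death in the single-dose screen, raw or plate-pattern-corrected value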;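 further: 0% = DMSO wells with peroxide and 100% = DMSO wells without peroxide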
N-glyco inh: blocks N-linked glycosylation in D54 reporter cells; D54 ERlucT glycosylation luciferase reporter, 24 h; percent of 100 nM tunicamycin response; AID 588692; reporter increase, % at 12.5 µM; 0.23% of 360,000 active;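 active means mean luciferase reporter signal, scaled so untreated is 0 and the glycosylation-blocking control 100, at or above a set limit in every replicate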;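 further: luciferase carries N-glycosylation sites so blocking glycosylation raises the light; 0% = median of neutral control wells and 100% = median of 100 nM tunicamycin wells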
Granule exo inh: lytic granule exocytosis inhibition; TALL-104 LAMP-1 surface exposure, flow cytometry; cells stimulated with thapsigargin and PMA; 0.66% of 360,000 active; inhibition, % at 10 µM;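 active means inhibition above about 55%, limit read from the data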
hiPSC survival: hiPSC single-cell survival enhancement | ATPlite luminescence; 100% = ROCK inhibitor wells, 0% = DMSO | survival enhancement, % at 20 µM | 0.044% of 360,000 active | AID 602274; in the data active means survival enhancement above about 18%;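 further: cells exposed to compounds for 16 hours before the ATP read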
HTR2A ag: activates the mouse 5-HT2A serotonin receptor; P35363; CHO-K1 mHTR2A beta-arrestin complementation, luminescence; percent of 30 µM serotonin response; activation, % at 7.6 µM; 0.66% of 360,000 active;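 active means activation above a run cutoff, the mean activation of all tested compounds plus 3 SD, cut at about 14% in these data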;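 further: 0% = plate median of compound wells and 100% = 30 µM serotonin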
ABCB6 inh 2: blocks the human ABCB6 transporter. AID 602162. Q9NP58. K562-ABCB6 porphyrin accumulation, flow cytometry, 1 h; stronger effect = lower value. fluorescence ratio to DMSO, % at 10 µM. 0.19% of 360,000 active;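 active means fluorescence ratio to DMSO below 75%, the collection mean minus 3 SD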;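 further: signal is porphyrin accumulated inside mitochondria; 100% equals median channel fluorescence of DMSO control wells; lower ratio means ABCB6 inhibition with less porphyrin fluorescence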
aDG glyco act: alpha-DG glycosylation activation. Pro5-aDG cells, alpha-DG glycosylation AlphaScreen (IIH6); 0% Pro5, 100% B10-LARGE cell signal. activation, % at 10 µM. 0.22% of 360,000 active. AID 624168;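 active means activation of at least 8% versus controls, or a plate z-score of at least 8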;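 further: Pro5 are CHO cells carrying HIG-tagged alpha-DG that lacks glycosylation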
MC4R antag cAMP: human MC4R antagonism in cAMP assay; P32245; MC4R-expressing cells, MTII-stimulated cAMP, LANCE TR-FRET; inhibition, % at 6.5 µM; 0.48% of 360,000 active; AID 540295;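 active means inhibition above its plate's cutoff, the mean of tested wells on that plate plus 3 SD, cut at about 29% in these data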;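 further: 0% = Melanotan II alone and 100% = Melanotan II plus saturating MCL0020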
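Material: human MC4R-expressing U2OS cells. Probe or stimulus: Melanotan II challenge. Dosing: 6.5 µM single dose. Times: 30-min compound, 1-h challenge, 1-h detection, room temperature. Technique: TR-FRET with Eu-cAMP and labeled anti-cAMP, 671 nm. Replication: singlicate.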
MC4R barr agon: agonists of human melanocortin 4 receptor (MC4R) beta-arrestin; AID 540308; U2OS MC4R beta-arrestin complementation, luminescence; percent of melanotan II response, DMSO zero; P32245; 0.98% of 360,000 active; activation, % at 8.9 µM;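 active means activation above a per-plate cutoff, the mean activation of sample wells on that plate plus 3 SD, cut at about 8% in these data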
ABHD5-PLIN5 inh: blocks binding of human ABHD5 to perilipin-5. Q00G26+Q8WTS1. inhibition, % at 4 µM. Split G. princeps luciferase complementation, luminescence, 4 h. 0.78% of 360,000 active;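 active means inhibition above the mean inhibition across every tested compound plus 3 SD, cut at about 22% in these data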;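 further: 0% = DMSO only wells and the 100% control is not disclosed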
Target sequence (Q00G26 whole entry, looked up): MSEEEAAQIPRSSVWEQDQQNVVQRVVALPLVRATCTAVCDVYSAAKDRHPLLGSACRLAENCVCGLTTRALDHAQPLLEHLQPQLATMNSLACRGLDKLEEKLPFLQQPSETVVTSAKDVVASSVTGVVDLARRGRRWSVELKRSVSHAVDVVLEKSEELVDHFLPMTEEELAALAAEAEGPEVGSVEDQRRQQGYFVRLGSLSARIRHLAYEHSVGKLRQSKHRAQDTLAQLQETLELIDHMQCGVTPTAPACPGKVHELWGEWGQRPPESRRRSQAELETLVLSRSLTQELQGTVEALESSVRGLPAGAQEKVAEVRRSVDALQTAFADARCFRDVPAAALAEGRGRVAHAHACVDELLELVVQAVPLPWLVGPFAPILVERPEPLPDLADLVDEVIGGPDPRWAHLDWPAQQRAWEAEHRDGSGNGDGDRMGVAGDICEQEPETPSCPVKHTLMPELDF
Target sequence (Q8WTS1 whole entry, looked up): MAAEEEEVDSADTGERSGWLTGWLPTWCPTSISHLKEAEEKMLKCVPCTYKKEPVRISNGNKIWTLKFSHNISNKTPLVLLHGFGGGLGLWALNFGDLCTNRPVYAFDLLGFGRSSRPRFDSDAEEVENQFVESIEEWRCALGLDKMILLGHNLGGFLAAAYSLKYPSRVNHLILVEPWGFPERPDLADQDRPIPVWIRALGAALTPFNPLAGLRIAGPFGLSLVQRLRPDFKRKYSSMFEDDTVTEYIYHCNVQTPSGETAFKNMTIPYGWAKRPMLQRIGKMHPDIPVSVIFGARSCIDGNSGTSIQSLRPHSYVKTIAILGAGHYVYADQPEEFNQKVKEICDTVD
Numbers without * were called inactive.

smiles	Cardio protect	N-glyco inh	Granule exo inh	hiPSC survival	HTR2A ag	ABCB6 inh 2	aDG glyco act	MC4R antag cAMP	MC4R barr agon	ABHD5-PLIN5 inh
CCc1ccc(OCCCCN(C)Cc2ccccc2)cc1	-5	-3	45	-0.2	-7	102	1.8*	-6	1.9	8
O=C(OCCCOC(=O)c1cc[n+]([O-])cc1)c1cc[n+]([O-])cc1	11	-1	7	0.2	11	101	-0.5	0	1.7	10
O=C(CSc1cn(Cc2ccccc2)c2ccccc12)Nc1nccs1	-20	-8	17	-4.5	-11	95	0.4	15	2.5	-11
CSc1ccc(-c2c(C#N)c(N)nc3c2CCCC3)cc1	-2	1	-2	-0.1	-1	100	-0.2	15	3.2	4
O=S(=O)(c1ccccc1)N1CCN(c2cc(-c3ccccc3)nc3ncnn23)CC1	-15	-3	0	0.5	8	86	1.0	10	5.5	5
COCCn1c(SCC(=O)N2CCN(c3ccccc3)CC2)nc2c(c1=O)SC(C)C2 (stereo not drawn)	13	2	4	-1.6	1	96	-0.1	9	1.7	3
COc1ccc(CC(=O)NCc2ccco2)cc1OC	8	2	-9	-1.3	4	97	0.1	2	-0.1	17
CC(C)C(c1nnnn1C1CCCCC1)N1CCCc2ccccc21 (stereo not drawn)	-8	-4	-1	4.3	-1	91	0.0	3	1.6	2

Continued:
smiles	Cardio protect	N-glyco inh	Granule exo inh	hiPSC survival	HTR2A ag	ABCB6 inh 2	aDG glyco act	MC4R antag cAMP	MC4R barr agon	ABHD5-PLIN5 inh
O=C(NCCCn1ccnc1)C1CC(c2ccccc2Cl)=NO1 (stereo not drawn)	-3	1	29	-0.5	0	95	-0.1	8	-0.5	0
O=C(OCc1nnc(-c2ccccc2)o1)c1ccc(-n2cnnn2)cc1	-1	-1	-4	-0.2	6	102	0.1	7	-1.8	11
COc1ccc(-n2c(SCC(=O)O)nc3sc4c(c3c2=O)CCCC4)cc1	-1	1	-1	0.6	2	96	0.0	14	-1.6	3
O=C(CN1CCCCCC1)NC(c1ccccc1)c1ccccc1	5	-2	13	-0.5	2	104	0.1	1	-0.5	2
CC1CCCC(C)N1C(=O)C1CC(c2ccc(F)cc2)=NO1 (stereo not drawn)	3	-2	0	-1.3	-4	87	0.0	1	-1.0	2
COc1ccc(OCC(=O)Nc2ccc3c(c2)CCC3)cc1	-12	3	-12	-0.3	3	98	0.1	7	2.2	-3
COc1ccc(NC(=O)c2cc(C)cc(C)c2)cc1S(=O)(=O)N1CCCCC1	1	-3	0	-0.5	-1	96	0.1	10	-3.3	-1
COc1cccc(COC(=O)CCNC(=O)c2ccc(Br)cc2)c1OC	-4	0	-2	1.1	0	97	0.0	6	-2.8	0

Additional entries:
smiles	Cardio protect	N-glyco inh	Granule exo inh	hiPSC survival	HTR2A ag	ABCB6 inh 2	aDG glyco act	MC4R antag cAMP	MC4R barr agon	ABHD5-PLIN5 inh
CN(Cc1ccccc1)C(=O)CCC1CCN(C(=O)c2ccccc2C(F)(F)F)CC1	3	4	-1	0.8	7	100	0.3	3	-1.4	-3
O=C1C(C2=NC(C(=O)O)C3C(=O)N(c4ccccc4)C(=O)C23)=C(O)c2ccccc21 (stereo not drawn)	5	2	-1	1.7	-4	94	-0.1	0	-1.3	2
O=C(CC(c1ccccc1)c1ccccc1)NCCO	6	-1	0	-1.7	-2	114	-0.2	4	-1.8	7
Clc1ccccc1OCCCCN1CCNCC1	9	-2	4	0.1	-3	95	0.0	-4	0.2	7
CC1CN(CCOc2ccccc2[N+](=O)[O-])CC(C)O1 (stereo not drawn)	2	2	-6	0.3	1	102	-0.2	-2	-0.2	6
COc1ccc(Nc2ccc(N3C(=O)CC(C)C3=O)cc2[N+](=O)[O-])cc1OC (stereo not drawn)	-8	3	0	0.3	0	99	-0.1	-5	-1.6	3
Cc1ccc(-c2ccccc2)n1-c1cccc(C(=O)O)c1	-4	2	-3	-0.4	7	93	0.0	5	-0.4	9
Cc1ccc2cc(C3CC(c4ccco4)=NN3S(C)(=O)=O)c(Cl)nc2c1 (stereo not drawn)	-3	-1	9	0.8	3	105	-0.2	15	0.1	6

(next part)
smiles	Cardio protect	N-glyco inh	Granule exo inh	hiPSC survival	HTR2A ag	ABCB6 inh 2	aDG glyco act	MC4R antag cAMP	MC4R barr agon	ABHD5-PLIN5 inh
CCOC(=O)C1=C(c2ccccc2)NC(=S)NC1C (stereo not drawn)	6	2	-1	-2.2	-3	87	-0.3	2	-1.7	-11
CCOC(=O)c1ccc[n+](C(C)C(=O)c2ccc(-c3ccccc3)cc2)c1 (stereo not drawn)	-6	1	16	-1.5	-5	92	-0.3	3	1.4	4
COc1ccc(Nc2cc(C)nc(NCc3ccccc3)n2)cc1	-11	-5	5	-0.5	3	103	-0.2	2	0.7	22*
CNC(=O)COC(=O)c1cc(=O)[nH]c2ccccc12	6	0	2	1.9	-3	105	-0.2	-4	0.8	1
Cc1ccccc1C(=O)NNC(=S)NC(=O)COc1ccccc1	14	3	-2	-0.8	-3	101	0.2	1	-2.2	-14
CC(=O)Nc1ccc(S(=O)(=O)NC(CC(=O)O)c2ccc(C)cc2)cc1 (stereo not drawn)	4	0	2	0.5	-1	98	0.0	13	0.5	3
Cc1cccc(Oc2ccc(NC(=O)c3ccccc3C(=O)O)cc2)c1	-3	-1	-5	-0.1	-1	92	0.0	-1	-1.7	-9
COc1ccccc1-n1c(SCC(=O)Nc2ccc(Cl)cc2)nc(O)c(Cc2ccccc2)c1=O	-5	0	1	1.7	6	96	0.0	-3	-0.5	1

Next section
smiles	Cardio protect	N-glyco inh	Granule exo inh	hiPSC survival	HTR2A ag	ABCB6 inh 2	aDG glyco act	MC4R antag cAMP	MC4R barr agon	ABHD5-PLIN5 inh
COc1ccc(C2CC3(CC(C)(C)NC(=S)N3)Oc3cc(O)cc(C)c32)cc1OC (stereo not drawn)	6	-9	-1	-2.1	1	93	-0.3	2	-3.0	-8
O=C(c1ccc(Cl)s1)N(Cc1nnc(-c2ccccc2Cl)o1)C1CC1	-6	-1	1	-0.2	-2	98	0.0	0	-2.8	-3
Cc1ccc(C)c(OCCC(=O)NNC(=O)c2ccncc2)c1	4	1	-9	-0.6	1	98	0.1	-1	-1.9	3
NS(=O)(=O)c1ccc(CCNC(=O)C2COc3ccccc3O2)cc1 (stereo not drawn)	2	-2	-4	-0.2	-2	96	-0.1	7	-0.6	4
Cc1cc(C)n(-c2nc3c(c(=O)[nH]c(=O)n3C)n2Cc2ccccc2)n1	1	0	-1	4.7	5	100	-0.4	9	0.5	1
CCCn1c(SCC(=O)Nc2ccccc2C(=O)OC)nc2c1c(=O)n(C)c(=O)n2C	17	1	0	-1.2	-5	97	0.3	1	-1.5	4
CCn1cc(C(=O)OCC(=O)N(C)C2CCS(=O)(=O)C2)c(=O)c2ccc(C)nc21 (stereo not drawn)	-5	2	2	-5.4	0	102	0.1	-4	-0.9	1
COc1ccc(CC(=O)N[C@@H](CCSC)c2nc3ccccc3[nH]2)cc1	2	-2	-4	0.9	0	103	-0.4	6	0.1	-5

Next section.
smiles	Cardio protect	N-glyco inh	Granule exo inh	hiPSC survival	HTR2A ag	ABCB6 inh 2	aDG glyco act	MC4R antag cAMP	MC4R barr agon	ABHD5-PLIN5 inh
COc1ccc(-c2nn3c(-c4cccc(C)c4)nnc3s2)cc1OC	42	2	-3	-1.0	1	94	-0.1	-8	4.5	12
O=C(NC1CCCCCC1)c1c(O)c2ccccc2[nH]c1=O	-7	-3	0	-2.7	-1	103	0.2	0	2.7	2
CCc1ccc2[nH]c(=O)c(C(c3nnnn3CCOC)N3CCN(c4ccccc4F)CC3)cc2c1 (stereo not drawn)	23	1	2	1.1	1	85	0.1	4	-1.1	-15
O=C(C1CCN(S(=O)(=O)c2ccccc2)CC1)N1CCC1	1	0	1	0.9	6	102	0.0	2	-1.0	-5
Cc1ccc(S(=O)(=O)N2CCOCC2)cc1NC(=O)CN1C(=O)CN(C)C1=O	11	3	-1	0.0	6	100	-0.2	6	-1.2	7
O=C1Nc2ccccc2Cc2ccccc21	7	0	4	2.0	-8	90	0.0	4	-1.1	1
C=C1CCN(C(C)C(=O)O)S(=O)(=O)c2ccccc21 (stereo not drawn)	7	3	-11	1.0	3	100	-0.1	2	-0.8	8
CCN(CC)c1ccc2cc(C(=O)NNC(=O)c3ccc(S(=O)(=O)N4CCCCC4)cc3)c(=O)oc2c1	1	7	-3	-1.2	3	100	0.7	0	4.0	2

Remaining list, next part:
smiles	Cardio protect	N-glyco inh	Granule exo inh	hiPSC survival	HTR2A ag	ABCB6 inh 2	aDG glyco act	MC4R antag cAMP	MC4R barr agon	ABHD5-PLIN5 inh
Cc1ccc(S(=O)(=O)NC(=O)C2(C)CCN2C(=O)CC2CCCC2)nc1 (stereo not drawn)	10	2	2	3.2	-2	96	-0.3	8	-0.2	-9
O=C(O)C1C2C=CC3(CN(Cc4ccncc4)C(=O)C13)O2 (stereo not drawn)	0	0	-1	0.5	9	96	-0.1	3	0.5	4
CC(C)c1cccc(OCCCCN(C)C)c1	8	2	-1	0.4	-9	95	0.4	6	0.1	-1
CS(=O)(=O)c1ccc(-c2sc3ccccc3c2C#CCCO)cc1	-2	5	-2	1.5	-4	98	-0.3	26	-0.6	-7
O=C(Oc1cccnc1)c1cc(S(=O)(=O)N2CCCCC2)ccc1Cl	7	-2	-2	-2.0	11	98	-0.5	12	-1.7	-1
Cc1cccc(C(=O)NCC(=O)N2CCN(c3ccccn3)CC2)c1	1	0	-1	2.2	-3	96	0.0	-2	0.5	1
Cc1ccc(S(=O)(=O)Nc2cc(=O)[nH]c(SCc3ccc(Cl)cc3)n2)cc1	-7	0	0	-1.6	-7	275	0.1	9	19*	-11
Cc1cccc(OCC(=O)O/N=C(\N)c2ccccn2)c1	1	-3	-2	2.9	-5	95	-0.1	-4	-1.2	-8

Source: PubChem (several laboratories)
